Screening results: PubChem BioAssay, several laboratories
PABP1 MLLE inh – inhibitors of microRNA-mediated deadenylation, human PABP1 MLLE binding. GST-MLLE / FITC-PAM2 fluorescence polarization. inhibition, % at 20 µM. AID 588489. hit rate 0.36% among 360,000; in the data active = inhibition above about 35%, passing the limit was not always enough;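 also: plate controls were DMSO wells with GST-MLLE for no effect and wells lacking GST-MLLE protein for full effect; some results filed as inactive read as strong as hits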
Target sequence (P11940 whole entry, looked up): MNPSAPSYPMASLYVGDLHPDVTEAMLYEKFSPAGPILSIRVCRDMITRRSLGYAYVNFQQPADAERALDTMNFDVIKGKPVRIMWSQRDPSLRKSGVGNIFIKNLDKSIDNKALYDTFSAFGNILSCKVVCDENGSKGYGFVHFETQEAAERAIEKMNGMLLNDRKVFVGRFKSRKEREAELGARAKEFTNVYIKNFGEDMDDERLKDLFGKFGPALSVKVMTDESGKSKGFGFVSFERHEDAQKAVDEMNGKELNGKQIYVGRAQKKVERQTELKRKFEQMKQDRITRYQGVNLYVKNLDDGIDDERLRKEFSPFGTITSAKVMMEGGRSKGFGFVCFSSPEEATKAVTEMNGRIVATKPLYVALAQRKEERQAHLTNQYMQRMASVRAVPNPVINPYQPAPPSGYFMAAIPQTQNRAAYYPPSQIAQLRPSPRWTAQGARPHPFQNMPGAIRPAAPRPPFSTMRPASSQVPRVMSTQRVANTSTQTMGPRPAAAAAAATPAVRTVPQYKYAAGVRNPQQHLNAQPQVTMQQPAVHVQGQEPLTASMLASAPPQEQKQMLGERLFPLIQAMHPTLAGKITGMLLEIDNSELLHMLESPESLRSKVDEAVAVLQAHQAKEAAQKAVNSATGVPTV
MT1-MMP act inh – blocks activation of human MT1-MMP; P50281; HT1080 RFP-PRO-GFP cells, GFP/RFP ratio fluorescence, overnight; percent of plate control window, DMSO zero; GFP/RFP ratio change, % at 20 µM; hit rate 0.061% among 360,000;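 active = GFP/RFP ratio change of at least 30% with cell ATP level not reduced by more than half and red fluorescence within 50% of control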; also: strong numbers were not always called active
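Assay system: HT1080 RFP-PRO-GFP cells | Dosing: 20 µM single dose, 1% DMSO | Incubation: Cells overnight before dosing, compound overnight, 37 °C, 5% CO2 | Evaluation: GFP/RFP fluorescence ratio | Control set: DMSO-only wells and HT1080 RFP-L50D-GFP cell wells as references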
MsrA act – activates bovine MsrA enzyme | purified bovine MsrA, absorbance read-out | activation, % at 10.6 µM | hit rate 0.3% among 360,000; in the data active = activation above about 7.5%;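 also: 0% = vehicle and 100% = reference activator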
FAS-TE inh – FAS thioesterase (human) inhibition | inhibition, % at 15 µM | P49327 | recombinant FAS-TE, OMFH fluorogenic substrate, fluorescence endpoint | AID 602261 | hit rate 0.67% among 360,000;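 active = compounds whose normalised, plate-corrected inhibition of enzyme fluorescence in the single-dose primary screen is 50% or more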;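 also: 0% = DMSO with enzyme and 100% = substrate without enzyme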
CSN inh – blocks human CSN-mediated cullin deneddylation | Q92905 | Purified CSN, SCF-Nedd8-OG deneddylation, fluorescence polarization | inhibition, % at 12.5 µM | hit rate 0.38% among 360,000 | AID 651999;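 active = pattern-corrected inhibition above about 35%, with an unprinted fluorescence ratio check between 0.5 and 1.5, limit read from the data, passing the limit was not always enough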;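 also: 0% = enzyme with substrate and 100% = substrate without enzyme; some results filed as inactive read as strong as hits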
Target sequence (Q92905 whole entry, looked up, one chain of several): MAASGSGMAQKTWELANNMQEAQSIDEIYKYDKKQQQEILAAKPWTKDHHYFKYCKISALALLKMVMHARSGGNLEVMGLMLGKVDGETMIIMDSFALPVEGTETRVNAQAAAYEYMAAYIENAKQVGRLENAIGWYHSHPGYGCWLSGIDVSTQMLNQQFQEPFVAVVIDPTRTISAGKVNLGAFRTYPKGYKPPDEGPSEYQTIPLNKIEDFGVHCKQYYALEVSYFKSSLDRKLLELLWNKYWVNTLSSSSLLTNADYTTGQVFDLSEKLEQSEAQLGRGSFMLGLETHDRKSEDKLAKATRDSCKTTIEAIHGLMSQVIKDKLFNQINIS
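Assay system: HEK293T-derived human Csn5 enzyme; quantity: 0.24 nM enzyme; medium: Tris/NaCl/DTT buffer, pH 7.5; also added: substrate SCFSkp2-Nedd8OG, 10 nM; doses: 12.5 µM compound; schedule: 90 min reaction at room temperature; signal: FP; read-out: % inhibition of substrate cleavage by Csn5; benchmarks: substrate-only high control, full reaction low control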
Rin1 Abl inh – human Rin1-Abl interaction inhibition | TR-FRET Rin1/Abl binding, biochemical | hit rate 0.4% among 360,000 | inhibition, % at 7.35 µM | AID 588664; in the data active = inhibition above about 5%, passing the limit was not always enough
Rpn11 inh – inhibitors of human proteasome Rpn11. human 26S proteasome, Ub4-pepOG fluorescence polarization; 20S core pre-blocked with epoxomicin. calls only at 20 µM. hit rate 0.59% among 360,000. AID 588493;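 active = inhibition at 20 µM, scaled to each plate's controls, above about 33%, limit read from the data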
MsrA inh – inhibits bovine methionine sulfoxide reductase A | purified bovine MsrA, absorbance read-out | inhibition, % at 15.5 µM | hit rate 0.75% among 360,000; in the data active = inhibition above about 4.5%;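 also: 0% = vehicle wells with enzyme and 100% = reference inhibitor wells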
E coli Lon inh – E. coli protease La inhibition. P0A9M0. AID 602123. inhibition, % at 7.94 µM. hit rate 0.42% among 360,000. purified E. coli Lon protease, fluorescence polarization; in the data active = inhibition above about 13%, passing the limit was not always enough;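 also: 0% = enzyme with probe and DMSO and 100% = no enzyme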
Starred values were filed as active, the others as inactive; i = inactive; x = no result given.

SMILES | PABP1 MLLE inh | MT1-MMP act inh | MsrA act | FAS-TE inh | CSN inh | Rin1 Abl inh | Rpn11 inh | MsrA inh | E coli Lon inh
CC1(C)CC(NC(=O)C23CCC(C)(C(=O)C2=O)C3(C)C)CC(C)(C)N1 (configuration not stated) | 11 | 1 | -1 | -2 | -5 | -2 | i | 1.2 | -1
CC(=O)NS(=O)(=O)c1cccnc1Nc1cccc(Cl)c1 | 11 | 1 | -4 | -5 | -3 | 2 | i | -0.1 | -3
O=C(COc1ccccc1)N1CCCCCCC1 | 5 | -2 | -3 | -4 | 1 | 3 | i | -0.1 | 6
Cn1nc(C(F)(F)F)c(-c2ccc(F)cc2)c1NC(=O)c1cccnc1 | -3 | -6 | -5 | 2 | 4 | 0 | i | 0.3 | 1
CCCc1cc(C(=O)N2CCC(N3CCC(C(=O)NC(C)C)CC3)CC2)n(C)n1 | 8 | 9 | -3 | -9 | 6 | 1 | i | -0.1 | -3
COc1ccc(NC(=O)O[C@@H](C)[C@@H]2CN3CCc4c([nH]c5ccc(-c6ccc(OC)cc6)cc45)[C@@H]3C[C@@H]2N(C)C(=O)Nc2ccc(OC)cc2)cc1 | -5 | 2 | -2 | 54* | 8 | -1 | i | 0.6 | -17
NNC(=O)c1ncoc1-c1ccc(Cl)cc1 | -1 | -1 | -4 | -4 | 9 | 4 | i | -1.1 | 6
O=C(CS(=O)(=O)Cc1ccccc1)N1CCc2ccccc2C1 | 1 | 3 | -2 | -4 | 1 | 0 | i | 0.9 | -3
Cc1cn([C@H]2C[C@H](O)[C@@H](CNCc3ccc(F)c(N4CCOCC4)c3)O2)c(=O)[nH]c1=O | -4 | 1 | -4 | -7 | -1 | -4 | i | 0.8 | -8
COc1ccc(OC)c(C(=O)COC(=O)c2[nH]c(C)c(C(C)=O)c2C)c1 | 7 | -13 | -1 | 6 | -2 | 1 | i | 0.3 | -7
O=C(CSc1nnc(-c2ccccc2)c(-c2ccccc2)n1)Nc1ncc(Cl)cc1Cl | 1 | 3 | -3 | -10 | -11 | -2 | i | -0.8 | 7
Cc1ccc2c(c1)Sc1ccccc1CC2=O | -2 | -1 | -6 | 14 | -2 | -2 | i | -1.6 | -7
C#CC(CC)(CC)NC(=O)Nc1ccccc1C(=O)OC | 10 | -7 | -1 | -2 | -1 | -3 | i | 0.1 | -10
Nc1c(N=O)c(=O)[nH]c(=O)n1-c1ccccc1 | 2 | 3 | 0 | -4 | 2 | -2 | i | -0.8 | -4
Cc1ccc(C(=O)NC(C(=O)Nc2cccc(S(N)(=O)=O)c2)C(C)C)cc1 (configuration not stated) | 2 | -1 | -2 | -3 | 0 | -1 | i | -0.5 | -5
CCOC(=O)CN(C(=O)CNC(=O)c1cccs1)C(C(=O)NC1CCCC1)c1ccncc1 (configuration not stated) | 2 | 3 | 0 | -5 | 0 | 1 | i | 0.7 | -1
Cc1cc(NS(=O)(=O)c2ccc(NC(=O)C(C)Oc3ccc(Cl)cc3)cc2)no1 (configuration not stated) | -21 | 3 | -3 | -6 | 2 | 2 | i | 0.8 | -4
COCc1cc(C)nc2sc(C(=O)OC(C)C)c(N)c12 | 4 | 0 | -11 | 0 | -2 | -1 | i | 0.6 | -7
CCC(C)C(=O)Nc1cc(OC)c(OC)cc1C(=O)O (configuration not stated) | -12 | 1 | -2 | -3 | 2 | -2 | i | -0.2 | -6
CC1(C)CC(=O)C=C(c2cccs2)C1 | 0 | -1 | -4 | -5 | 4 | 1 | i | 2.8 | -9
CC1=CC(C)(C)[N+](C)(C)c2ccccc21 | -98 | -2 | -4 | -5 | -3 | 5 | i | -0.3 | -8
COc1ccc(C2CC(=O)c3cc(OC)ccc3O2)cc1 (configuration not stated) | 16 | -2 | -2 | 11 | 4 | 1 | i | -0.8 | 10
CN(CC(=O)Nc1cccc(S(=O)(=O)NC2=NCCCCC2)c1)Cc1ccc(C(C)(C)C)cc1 | -23 | -1 | 3 | 66* | -6 | 2 | i | 2.9 | -1
CN(Cc1cc(=O)[nH]c2ccccc12)C(=O)c1ccccc1 | 7 | 2 | -4 | -8 | 3 | 0 | i | 0.4 | 1
Cc1c(Cl)cccc1NC(=O)COc1ccc(S(=O)(=O)N2CCOCC2)cc1 | 10 | -4 | -11 | -3 | 1 | 0 | i | 0.6 | -2

2 entries from above, as comma-separated lines:
Molecule,PABP1 MLLE inh,MT1-MMP act inh,MsrA act,FAS-TE inh,CSN inh,Rin1 Abl inh,Rpn11 inh,MsrA inh,E coli Lon inh
Cc1ccc2c(c1)Sc1ccccc1CC2=O,-2,-1,-6,14,-2,-2,i,-1.6,-7
C#CC(CC)(CC)NC(=O)Nc1ccccc1C(=O)OC,10,-7,-1,-2,-1,-3,i,0.1,-10

(further entries)
SMILES | PABP1 MLLE inh | MT1-MMP act inh | MsrA act | FAS-TE inh | CSN inh | Rin1 Abl inh | Rpn11 inh | MsrA inh | E coli Lon inh
CCC(C)(C(=O)NC1CCCC1)N(C(=O)c1cnccn1)c1c(C)n(C)n(-c2ccccc2)c1=O (configuration not stated) | 17 | 6 | -2 | 0 | -1 | 3 | i | x | -2
CCOc1ccccc1Nc1nnc(SCC(=O)Nc2ccc3[nH]c(=O)[nH]c3c2)s1 | -81 | -3 | -3 | 1 | 2 | -1 | i | 0.1 | 0
O=C(CCCc1ccccc1)c1ccccc1 | -4 | -2 | 0 | 11 | 1 | 3 | i | 0.4 | -13
Cc1nn(-c2ccccc2)c2c1C(c1ccc(O)c(O)c1)N1C(=N2)C(Nc2ccccc2)=Nc2ccccc21 (configuration not stated) | 11 | 3 | -1 | -4 | -6 | 0 | i | 0.2 | 3
CCn1c2c(c3cc(Cl)ccc31)CCCC2=O | -8 | 0 | -2 | -2 | 4 | -7 | i | 1.1 | 0
O=C(CNC(=S)N(Cc1ccccc1F)C1CCCCC1)NCCCN1CCOCC1 | -156 | -1 | -3 | -4 | 8 | -2 | i | 0.0 | -1
O=C(CCCCCN1C(=O)[C@@H]2Cc3ccccc3CN2C1=O)Nc1ccccc1F | -1 | 4 | -2 | 1 | -3 | -2 | i | 0.0 | -11
Cc1cccc2cc(C(c3nnnn3Cc3ccccc3)N3CCN(C)CC3)c(=O)[nH]c12 (configuration not stated) | 9 | 10 | -2 | -8 | -3 | 0 | i | x | 4
Cc1cc2nc(-c3cccc(NC(=O)c4ccc(Br)o4)c3)oc2cc1C | 4 | 7 | 5 | 18 | -4 | -2 | i | -0.2 | 2
CCN(CC(=O)Nc1c(F)cccc1F)C(=O)Cc1csc(-c2ccc(OC)c(OC)c2)n1 | -24 | -2 | -2 | -5 | -1 | -4 | i | -0.8 | -3
COc1ccc(-n2c(=S)[nH]c3[nH]ncc3c2=O)cc1 | 28 | 1 | 0 | -6 | 2 | 1 | i | -1.1 | 5
C[C@H](NC(=O)OC(C)(C)C)C(=O)NCC1CCC(C(=O)O)CC1 (some centres not stated) | -9 | 7 | -1 | -8 | -1 | 1 | i | -0.2 | -2
Cc1cccc2cc(C(c3nnnn3Cc3ccc4c(c3)OCO4)N3CCCC3)c(=O)[nH]c12 (configuration not stated) | 4 | -1 | -3 | 0 | -5 | 2 | i | 1.1 | -6
O=C(NCc1ccco1)C(c1ccco1)N(Cc1cccs1)C(=O)Cn1nnc2ccccc21 (configuration not stated) | 0 | 0 | 2 | 2 | -4 | 1 | i | 0.6 | 0
Cc1onc(-c2c(Cl)cccc2Cl)c1C(=O)Nn1cnnc1 | -2 | 1 | -2 | -8 | 0 | 0 | i | -0.1 | 7
COc1ccc(Nc2cc(C)nc3c(C)cccc23)cc1OC | -11 | 0 | -9 | -3 | 4 | -7 | i | 2.5 | -7
O=C1c2ccccc2C(=O)N1CCOc1ccccc1 | 3 | -3 | -4 | -1 | 0 | 2 | i | 1.3 | 3
Cc1ccc(/C=C2/Sc3ccccc3N(CC(=O)NCCCOC(C)C)C2=O)cc1 | 20 | -3 | -6 | 14 | 0 | 1 | i | -1.2 | 3
CCOC(=O)C1CCN(C(=O)COC(=O)COc2ccc(Cl)cc2)CC1 | 3 | -3 | 1 | -2 | -5 | 0 | i | 0.9 | -1
COc1ccc(C(C)=O)cc1Cn1nnc(-c2ccccc2Br)n1 | -10 | 1 | -2 | 1 | 6 | 3 | i | 0.1 | -7
Cc1ccc(C)c(-n2cc(CNCCc3cnccn3)c(-c3ccccc3)n2)c1 | -15 | -3 | 3 | 1 | -5 | -4 | i | -1.0 | 39*
CCn1c(NC(=O)C(C)C)c(-c2cccs2)c(=O)c2ccccc21 | 3 | 0 | -4 | 0 | 2 | -3 | i | 1.0 | -9
COc1ccc(OC)c(-n2c(SCC(N)=O)nnc2-c2c[nH]c3ccccc23)c1 | 2 | -3 | -5 | -5 | 1 | -1 | i | -0.6 | 4
Cc1cc(C)n(-c2ccc(C(=O)Nc3cccnc3Cl)cc2)n1 | -8 | -1 | -9 | -2 | 4 | 4 | i | 1.9 | 6
CN1CCN(c2ccc(NC(=O)CSc3nnnn3-c3ccccc3Cl)cc2)CC1 | -5 | 1 | -4 | 0 | -2 | 1 | i | 0.9 | 2

Additional structures follow:
SMILES | PABP1 MLLE inh | MT1-MMP act inh | MsrA act | FAS-TE inh | CSN inh | Rin1 Abl inh | Rpn11 inh | MsrA inh | E coli Lon inh
CCCN(CCC)CCOc1cc(C)ccc1C(C)C | -5 | 4 | -2 | -6 | -12 | -1 | i | 0.5 | 10
O=C(Cc1c[nH]c2ccccc12)NCc1ccc(Cl)cc1 | -9 | -1 | -2 | -3 | 5 | 2 | i | -0.1 | -4
Cn1c(=NC(=O)c2ccco2)sc2ccccc21 | 10 | 4 | -7 | -3 | 2 | 1 | i | 7.5* | -1
COc1ccc(Cc2nnnn2CC(=O)O)cc1 | 12 | 2 | -1 | -3 | 2 | 0 | i | -1.3 | -9
COc1ccc(NC(=O)CC2C(=O)NCCN2C(=O)Nc2ccc(C(F)(F)F)cc2)cc1 (configuration not stated) | 0 | 1 | -3 | 12 | 1 | -1 | i | -0.9 | 0
O=C(COC(=O)c1ccc(S(=O)(=O)N2CCCC2)cc1)Nc1cccc(F)c1 | 1 | 1 | -3 | 1 | -6 | 2 | i | -0.4 | -5
Cc1ccc(S(=O)(=O)N(C)c2ccc(C(=O)Nc3ccccn3)cc2)cc1 | -5 | -1 | -4 | 9 | -5 | 0 | i | 0.5 | 8
O=C(/C=C/c1ccccc1)NNC(=O)c1ccco1 | -7 | -5 | 0 | -8 | 5 | 2 | i | 1.4 | 5
O=S1(=O)CC(N2CCCC2)CN1Cc1ccc(F)cc1 (configuration not stated) | 6 | 0 | -4 | -16 | -2 | 0 | i | -0.6 | 4
Cc1ccc(NC(=O)CSCC(=O)N(C)CC(=O)Nc2cccc3ccccc23)cc1 | 6 | 2 | -2 | -4 | -1 | 0 | i | -0.3 | -4
Cn1cnc([N+](=O)[O-])c1Cl | 7 | 0 | -4 | -6 | -2 | -4 | i | 0.7 | -2
CN(c1ccccc1)S(=O)(=O)c1cccc(C(=O)Nc2nccs2)c1 | -6 | 1 | -7 | 2 | 0 | 4 | i | 0.8 | -3
Cc1c(Cl)cnc(NC(=O)COC(=O)c2cccc(S(=O)(=O)N3CCOCC3)c2)c1Cl | -7 | 0 | 3 | -8 | -13 | 1 | i | -1.1 | 0
Cc1ccccc1Oc1nc2c(C)cccn2c(=O)c1/C=C(\C#N)C(=O)Nc1c(C)n(C)n(-c2ccccc2)c1=O | 10 | -10 | -2 | 14 | -16 | -2 | i | 1.2 | -20
Cc1ccc(S(=O)(=O)NN=C2CC3CCC2(C)C3(C)C)cc1 (configuration not stated) | 7 | 9 | -4 | 3 | 2 | 6 | i | 0.4 | -4
